TSHR antagonist: antagonists of human thyroid stimulating hormone receptor. P16473. TSHR-expressing cells, TSH-stimulated cAMP HTRF, 2 h; hits give low values. activity change, negative = inhibition, % at 11.5 µM. 330,000 compounds, 0.2% hits;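 active means activity change below a set negative limit, meaning inhibition stronger than a set level, cut at about -70% in these data; inconclusive means activity change between two set negative limits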; further: on the % scale 0 is the no-effect control and ±100 the full control effect
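Freshly harvested TSHR cells receive pin-tooled compound, then EC80 TSH at 4nM final. After 2 hours at 37 deg C, antibody in lysis buffer and cAMP-d2 are added; 30 minutes at ambient temperature precede the HTRF read.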
BCR signal inh: blocks chronic active B-cell receptor signaling; ABC-DLBCL IkBa-CBG/CBR reporter, luminescence ratio, 4 h; Potency, µM (highest dose often 46.1 µM), for inactives: at the top dose ratio change, negative = lower green/red ratio, usual class: inhibitors; 340,000 compounds, 0.05% hits; AID 493014; active means well fitted inhibition curve with a large enough effect in the signal ratio, with a control signal flat, not every such curve was filed as active; inconclusive means small, poorly fitted or top-dose-only effect, or effect the other way, or a change in a side signal; the % refers to the signal ratio;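 further: potency means the concentration at half of the fitted maximal effect; plate controls were basal doxycycline-induced cells for no effect and cells given 10 µM MG132 for full effect; MG132 reads +100%, hits lower the ratio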
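Compounds up to 46 uM were incubated four hours with TMD8 cells whose green CBG68 luciferase is fused to IkappaBalpha; red CBR luminescence normalised the signal, and concentration-effect curves were fitted to fusion, red and ratio data.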
GALK inhibitor: inhibitors of human galactokinase; 270,000 compounds, 0.007% hits; Potency, µM (doses to about 57.5 µM), without a hit: at the top dose activity change, negative = inhibition, usual class: inhibitors; Purified GALK, Kinase-Glo residual ATP luminescence; P51570; further: potency means the concentration at half of the fitted maximal effect; on the % scale 0 is the no-effect control and ±100 the full control effect
Target sequence (P51570 whole entry, looked up): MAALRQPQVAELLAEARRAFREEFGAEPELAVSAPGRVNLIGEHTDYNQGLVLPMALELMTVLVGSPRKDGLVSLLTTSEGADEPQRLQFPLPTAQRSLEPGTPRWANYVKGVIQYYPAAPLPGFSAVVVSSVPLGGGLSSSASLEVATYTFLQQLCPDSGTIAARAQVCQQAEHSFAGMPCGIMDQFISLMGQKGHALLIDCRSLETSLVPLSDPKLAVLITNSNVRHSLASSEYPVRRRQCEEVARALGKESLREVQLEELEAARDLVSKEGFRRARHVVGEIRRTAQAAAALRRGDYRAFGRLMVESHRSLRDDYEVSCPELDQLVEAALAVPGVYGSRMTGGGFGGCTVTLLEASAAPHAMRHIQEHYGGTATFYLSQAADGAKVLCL
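ATP-depletion format; final 35 uM ATP, 100 uM D-galactose, 5 nM enzyme; pH 8.0 HEPES/Mg2+ buffer; 60 min RT; luminescence read 10 min after detection reagent.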
Coupling enz: inhibits coupling enzyme system, counter-screen for aldolase hits | coupling enzyme system counterscreen, AmpLite Red fluorescence | activity change, negative = inhibition, % at 58.2 µM, hits read low | 290,000 compounds, 0.67% hits | AID 2472; in the data active means activity change below about -30%; further: on the % scale 0 is the no-effect control and ±100 the full control effect
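First, compound is pin-transferred into glyceraldehyde-3-phosphate coupling-enzyme reagent at 57.5 uM final and held 10 min at RT. Next, substrate, coupling system and AmpLite Red are added. After 20 min RT, fluorescence (525/598 nm) is read.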
Giardia killer: Giardia lamblia killing; Giardia lamblia trophozoite viability; activity change, % at 7.66 µM, hits read low; 340,000 compounds, 0.15% hits; AID 540267; in the data active means activity change below about -80%; inconclusive means between about -30% and that limit;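 further: parasites exposed to compound for two days anaerobically before the ATP read; on the % scale 0 is the no-effect control and ±100 the full control effect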
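Compounds were tested on trophozoites seeded at 100 cells/well and held 48 hrs at 37 deg C anaerobically. An ATP-based luminescent kit measured the remaining live cells.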
MLL CXXC-DNA inh: inhibitors of human MLL CXXC domain-DNA interaction | MLL-CXXC / FITC-HOXA9 DNA fluorescence polarization | Potency, µM (titrated, usually from 115 µM), for the others: at the top dose activity change, negative = inhibition, most hits filed as inhibitors | 290,000 compounds, 0.037% hits | Q03164; active means well fitted inhibition curve with a large enough effect in the polarisation, with a control signal flat, not every such curve was filed as active; inconclusive means small, poorly fitted or top-dose-only effect, or effect the other way, or a change in a side signal; inactive means no such curve, though single readings can be large or run the other way; the % refers to the polarisation; further: potency means the concentration at half of the fitted maximal effect
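Purified MLL-CXXC (added from a 7 uM solution) was preincubated 5 min at ambient with pinned compounds in 50 mM Tris-HCl pH 7.5, 50 mM NaCl, 1 mM DTT, 0.05% BSA. Fluorescein-labeled HOX-A9 DNA (50 nM solution) followed, 30 min, then polarization read.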
TCR act: activates T cell receptor signaling; primary human leukocytes, anti-CD3, IL-2 HTRF, 48 h; Potency, µM (doses to about 9.22 µM), for inactives: at the top dose activation of IL-2 secretion, usual class: activators; 330,000 tested, under 10 active; AID 504894; further: % of control where 0% means no effect
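HTRF read-out of IL-2 secretion: europium cryptate donor excited at 320nm, d2 acceptor emission at 665nm. Cells were primary human leukocytes incubated 48 hr with compounds and a-CD3 beads, supplying TCR signal only.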
Tb PFK inh: blocks T. brucei phosphofructokinase; O15648; T. brucei PFK, ADP-Glo luminescence; Potency, µM (series often up to 57.5 µM), for inactives: top-dose activity, negative = inhibition, usual class: inhibitors; 330,000 compounds, 0.17% hits;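 further: potency means the concentration at half of the fitted maximal effect; 0% = uninhibited 1x PFK enzyme wells and -100% = no-enzyme wells; nearly all actives have a fitted effect of over 60% in size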
Target sequence (O15648 whole entry, looked up): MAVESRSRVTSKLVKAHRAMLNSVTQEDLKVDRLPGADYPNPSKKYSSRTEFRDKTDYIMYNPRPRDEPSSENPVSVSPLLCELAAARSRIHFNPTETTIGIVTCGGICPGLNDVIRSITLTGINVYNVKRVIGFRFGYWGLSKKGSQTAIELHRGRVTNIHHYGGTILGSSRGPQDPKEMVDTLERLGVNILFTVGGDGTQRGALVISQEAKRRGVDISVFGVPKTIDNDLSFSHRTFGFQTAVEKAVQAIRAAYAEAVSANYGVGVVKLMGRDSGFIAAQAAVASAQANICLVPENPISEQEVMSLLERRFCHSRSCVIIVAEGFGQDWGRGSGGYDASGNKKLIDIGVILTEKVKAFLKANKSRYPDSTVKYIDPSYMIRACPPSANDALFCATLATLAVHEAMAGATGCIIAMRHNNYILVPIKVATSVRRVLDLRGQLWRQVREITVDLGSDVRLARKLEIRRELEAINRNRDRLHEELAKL
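ADP-Glo luminescence quantified ADP after 45 min at room temperature, with 1.25 nM T. brucei PFK, 0.1 mM ATP and 0.5 mM fructose-6-phosphate in pH 8.0 TEA buffer. qHTS titrations up to 57 µM; curves classified by quality.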
A-T KAP1 phos: potential ataxia-telangiectasia treatments restoring KAP-1 phosphorylation; 320,000 compounds, 0.19% hits; Potency, µM (highest dose often 57.5 µM), for the others: at the highest dose activation, actives largely listed as activators; […] A-T fibroblasts, KAP-1 phosphorylation AlphaLISA; neocarzinostatin DNA damage 30 min before lysis; further: potency means the concentration at half of the fitted maximal effect; % of control where 0% means no effect; nearly all actives have a fitted effect of over 45% in size
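ATM-like activity read as KAP-1 phosphorylation via AlphaLISA donor/acceptor antibody pairs after lysis and 6 hr at 25C. Cells were ATM-null patient fibroblasts ([…], hTERT), dosed 60 min, then exposed to the DSB inducer NCS for 30 min.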
hERG WT inh: blocks the wildtype human KCNH2 potassium channel; Q12809; 340,000 compounds, 0.37% hits; activity change, % at 1.84 µM; U2OS, BacMam KCNH2, thallium flux FluxOr; hits give low values;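 active means maximum activity change below -70%; inconclusive means maximum activity change between -70% and -50%; inactive means maximum activity change above -50%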; further: on the % scale 0 is the no-effect control and ±100 the full control effect
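U2OS cells were transduced with wild-type KCNH2 virus (2.03 x 10^8 / mL) for 4 h at room temperature, then cultured overnight at 37 C. Thallium flux was read with FluxOr dye. Rate constants were normalized to DMSO controls.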
* marks the source's active call; other numbers are inactive results; ? = inconclusive; nt = no result given; [ ] = another dose, or the depositor's remark. Unless noted, the call rests on the fitted dose curve; in most records, active means well fitted curve in the direction sought with a large enough effect; inconclusive means small, poorly fitted or top-dose-only effect, or another doubt; inactive means no such curve, though single readings can be large; an effect the other way counts as inactive or inconclusive.

Fields: TSHR antagonist, BCR signal inh, GALK inhibitor, Coupling enz, Giardia killer, MLL CXXC-DNA inh, TCR act, Tb PFK inh, A-T KAP1 phos, hERG WT inh
- Cc1[nH]c(=O)[nH]c(=O)c1NC(=O)CSc1ncccc1-c1nc2ccccc2[nH]1
→ 4, ?, 4%, 2, 0, -3%, -5%, -2%, 15%, 14
- COc1cccc(NC(=O)CCCCCN2C(=O)[C@@H]3Cc4ccccc4CN3C2=O)c1
→ -4, -18%, 6%, nt, 4, 5%, 0%, -3%, 6%, -6
- C=CCSc1nnc2c(n1)OC(c1c(C)[nH]n(-c3ccccc3)c1=O)Nc1ccccc1-2 (configuration not stated)
→ -11, 8%, 0%, 4, 5, -24%, 1%, 6%, 3%, -5
- CCc1ccc(C(=O)CSc2ncn[nH]2)cc1
→ -4, ?, 0%, 4, -20, 2%, 0%, -1%, -1%, -15
- COc1ccc(CN2CCC(c3nc4ccc(Cl)cc4[nH]3)CC2)cc1
→ -8, -10%, -1%, -2, 27, 15%, -28%, 3%, 4%[11.5 µM], -97*
- O=CNCCc1nc2ccccc2n1CCc1ccccc1
→ 6, 6%, 5%, 0, -1, 6%, -1%, 2%, -2%, 5
- O=C(COC(=O)/C=C/c1ccccc1)NCCC1=CCCCC1
→ -19, -11%, 0%, 3, 4, -1%, 2%[46.1 µM], 0%, 2%, -4
- O=C(c1ncc[nH]1)c1ccccc1C(=O)N1CCOCC1
→ 4, 6%, 0%, -21, -13, 3%, -12%, -5%, 2%, -31
- COc1ccccc1Cn1c(=O)[nH]c2cccnc21
→ -1, ?, -2%, 0, 2, -14%, -1%, 3%, 2%, -1
- Cc1onc(-c2ccccc2Cl)c1C(=O)Nc1sc2c(c1C#N)CCC2
→ 18, 1%, 1%, 0, 0, 4%, 0%, 0%, -3%, -8
- Cc1cc(/C=N/n2c(COc3ccccc3C)nc3ccccc3c2=O)c(O)c([N+](=O)[O-])c1
→ ?, 5%, 0%, -4, 1, 9%, -34%[inhibitor][46.1 µM], 0%, -4%, -5
- CN(C)c1ccc(S(=O)(=O)N2CCCCC2)cc1NC(=O)COc1ccccc1F
→ 4, 1%, -3%, 0, -12, 0%, 0%, 6%, 7%, 9
- CC1(C)CC(c2nc(-c3ccc([N+](=O)[O-])cc3)cs2)CCO1 (configuration not stated)
→ -21, ?, 1%, 0, 5, -4%, -3%, 10%, 4%, -1
- O=C(C1CCCN(c2ncnc3c2nc2n3CCCCC2)C1)N1CCN(c2ccc(Cl)cc2)CC1 (configuration not stated)
→ -14, 8%, 2%, -7, 11, 28%, 1%, 0%, 2%, 9
- COCCNC(=S)N(CCc1c(C)[nH]c2ccc(F)cc12)Cc1cccs1
→ -20, ?, -2%, -1, -7, 10%, 1%, 4%, 4%, 12
- COc1ccccc1Nc1ncccc1C(=O)O
→ -2, 10%, -4%, 0, 1, 2%, 5%, -1%, -1%, 1
- COc1ccc(OC)c(NC(=S)N2CCN(Cc3ccccc3)CC2)c1
→ 5, -3%, -1%, -2, -3, ?, 4%, -7%, 0%, -2
- NC(=O)C1CCN(Cc2nc3ccccc3c(=O)[nH]2)CC1
→ 6, ?, -4%, 2, 1, 0%, 1%, -3%, 1%, -1
- O=C(COc1ccccc1)N=C1SC2CS(=O)(=O)CC2N1c1ccc(F)cc1 (configuration not stated)
→ 11, 1%, -3%, 0, 6, -19%, 0%, 6%, 2%, 2
- CC/C(=N\NC(=O)c1c[nH]c2ccccc12)c1cccs1
→ 29, -6%, nt, -9, -2, 3%, -2%[46.1 µM], -7%, -1%, 3
- COc1ccc(OC)c(NC(=O)COC(=O)c2ccc(OC)c(S(=O)(=O)N3CCCC3)c2)c1
→ 6, 8%, nt, nt, 11, nt, -5%, 0%, 10%, 1
- CCCCOc1ccc(C(=O)OCC(=O)Nc2cc(C)on2)cc1
→ -9, 3%, 1%, -5, 0, 8%, -2%, 0%, 6%, -13
- CCCN(C1CCS(=O)(=O)C1)S(=O)(=O)c1cc(OC)ccc1OC (configuration not stated)
→ -1, ?, nt, nt, -7, nt, 0%, -5%, 6%, 4
- Cc1c(Br)c([N+](=O)[O-])nn1CC(=O)NCc1ccccn1
→ 7, -8%, 0%, 0, -23, -4%, nt, -7%, -2%, -22
- CC(Sc1nnc(-c2ccco2)n1C)C(=O)N1C(C)CCCC1C (configuration not stated)
→ 5, 2%, -2%, 4, -8, ?, -3%, 0%, 5%, -7
- C#CCOCCOCCOCCNc1nc(N2CCN(C(=O)[C@H](CCC(=O)O)n3cc(CN)nn3)CC2)nc(N2CCN(C(=O)[C@H](CCCN=C(N)N)n3cc(C(N)[C@@H](C)CC)nn3)CC2)n1 (some centres not stated)
→ -5, -5%, nt, nt, 7, nt, 0%, 5%, 16%, -10
- CN(/C=C/C(=C/C=[N+](C)c1ccccc1)OCCCS(=O)(=O)[O-])c1ccccc1
→ -2, -18%, 0%, -29, ?, ?, 2%, -20%, 3%, 5
- Cc1ccc(C(=O)N/C(=C/c2ccc(Cl)cc2)C(=O)N2CCOCC2)cc1
→ 21, 2%, 6%, 0, -16, 2%, -2%, -5%, 5%, -1
- CC(C)Oc1ccc(C(=O)NCC(=O)OCC(=O)N(C)Cc2cccs2)cc1
→ -7, 0%, -1%, 2, -18, 2%, 10%, -1%, -5%, 8
- O=C(CSc1nnc(-c2ccccc2)n1-c1ccccc1)N1c2ccccc2Sc2ccccc21
→ 4, 0%, 0%, 0, 1, 25%, 2%, 1%, -1%, 0

3 compounds drawn at random from those above, as already listed:
Fields: TSHR antagonist, BCR signal inh, GALK inhibitor, Coupling enz, Giardia killer, MLL CXXC-DNA inh, TCR act, Tb PFK inh, A-T KAP1 phos, hERG WT inh
- CN(C)c1ccc(S(=O)(=O)N2CCCCC2)cc1NC(=O)COc1ccccc1F
→ 4, 1%, -3%, 0, -12, 0%, 0%, 6%, 7%, 9
- Cc1[nH]c(=O)[nH]c(=O)c1NC(=O)CSc1ncccc1-c1nc2ccccc2[nH]1
→ 4, ?, 4%, 2, 0, -3%, -5%, -2%, 15%, 14
- Cc1c(Br)c([N+](=O)[O-])nn1CC(=O)NCc1ccccn1
→ 7, -8%, 0%, 0, -23, -4%, nt, -7%, -2%, -22

Other results follow.
Molecule | TSHR antagonist | BCR signal inh | GALK inhibitor | Coupling enz | Giardia killer | MLL CXXC-DNA inh | TCR act | Tb PFK inh | A-T KAP1 phos | hERG WT inh
Cc1ccc(Sc2c([N+](=O)[O-])c(=O)n(C)c3ccccc23)cc1 | -73* | ? | -5% | -2 | -26 | -10% | -4% | 1% | ? | -2
Cc1ccc(S(=O)(=O)NNC(=O)c2cccs2)c(C)c1 | 3 | 1% | 1% | 1 | 1 | 2% | -14%[46.1 µM] | -1% | -6% | 3
O=C(c1cc(-c2ccc(O)cc2)on1)N1CCCc2ccccc21 | -14 | ? | 2% | 11 | 10 | 1% | 2% | 6% | 12% | -21
O=C(CN1C(=O)NC(c2ccccc2)(c2ccccc2)C1=O)N1CCOCC1 | 15 | -8% | nt | nt | -10 | nt | 3% | -7% | -1% | 1
COc1cccc(Nc2nc(N)nc(-c3oc4ccccc4c3C)n2)c1 | -6 | ? | -1% | 0 | 16 | 34%[activator] | -33% | 5% | 4% | 9
O=C(O)Cn1c2c(c3ccccc31)CSc1ccc(Cl)cc1-2 | -3 | ? | 3% | 9 | -7 | 0% | 11% | -13% | -1% | -2
Cn1c(=O)c2cc(S(=O)(=O)N3CCN(c4cccc(C(F)(F)F)c4)CC3)ccc2n(C)c1=O | -3 | 4% | 1% | 3 | 3 | 8% | -1% | 5% | -2% | 1
COc1cccc(OC)c1C(=O)Nc1nc(COc2ccccc2)cs1 | 2 | ? | 15% | -2 | -27 | 15% | -6% | 1% | -13% | 1
CCOC(=O)C1CCN(C(=O)CN2C(=O)NC(C)(c3ccc4cc(OC)ccc4c3)C2=O)CC1 (configuration not stated) | -7 | -2% | nt | nt | -8 | nt | -1% | 0% | -1% | -1
O=[N+]([O-])c1cccc2ccc(/C=C/c3ccc(C(F)(F)F)cc3)nc12 | -27 | ? | 0% | -3 | -25 | 12% | -5%[46.1 µM] | 0% | 5% | -23
CCn1c(O)c(N=NC(=O)CNC(=O)c2ccccc2F)c2ccccc21 | -12 | -7% | 5% | 4 | -16 | -1% | 1% | -17% | -2% | -8
Cc1cccc(C(=O)N[C@H](C(=O)OCC(=O)NC2CCS(=O)(=O)C2)C(C)C)c1 (some centres not stated) | 34 | -1% | nt | 1 | 44[activator] | -7% | -8%[46.1 µM] | -2% | 10% | -9
COc1ccc(C(=O)CSc2nnc(CN3CCCCC3)n2-c2ccc(F)cc2)cc1OC | 1 | ? | 0% | 1 | 7 | -1% | -3%[46.1 µM] | -3% | -3% | -1

High-throughput results from PubChem.
